KB-3-1 tox – qHTS assay for MDR1-selective chemotherapeutics: Primary screen using the parental adenocarcinoma cell KB-3-1 | KB-3-1 viability, CellTiter-Glo ATP luminescence, 72 h | Potency, µM (doses to about 46.1 µM), for the others: at the highest dose activity change, negative = cytotoxic, hits mostly cytotoxic | 400,000 compounds, 1.4% hits | AID 1347075, 2019; note: potency is the fitted concentration of half-maximal effect; % is set by controls: 0 for no effect and ±100 for the full control effect; nearly all actives have a fitted effect of over 60% in size
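Multi-concentration cytotoxicity screen in KB-3-1 cells grown in DMEM lacking phenol red with 10% FBS. After 72 h at 37 °C with compound, ATP-dependent luminescence was recorded.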
D3 ag – qHTS of D3 Dopamine Receptor Agonist: qHTS; D(3) dopamine receptor (Homo sapiens), P35462; D3R DiscoveRx beta-arrestin cells, luminescence, 90 min; max activation, %; 410,000 compounds, 0.58% hits; in the data active = max activation above about 30%; note: 0% is about no effect; mostly tested at two doses, the higher about 12 µM
Target sequence (P35462 whole entry, looked up): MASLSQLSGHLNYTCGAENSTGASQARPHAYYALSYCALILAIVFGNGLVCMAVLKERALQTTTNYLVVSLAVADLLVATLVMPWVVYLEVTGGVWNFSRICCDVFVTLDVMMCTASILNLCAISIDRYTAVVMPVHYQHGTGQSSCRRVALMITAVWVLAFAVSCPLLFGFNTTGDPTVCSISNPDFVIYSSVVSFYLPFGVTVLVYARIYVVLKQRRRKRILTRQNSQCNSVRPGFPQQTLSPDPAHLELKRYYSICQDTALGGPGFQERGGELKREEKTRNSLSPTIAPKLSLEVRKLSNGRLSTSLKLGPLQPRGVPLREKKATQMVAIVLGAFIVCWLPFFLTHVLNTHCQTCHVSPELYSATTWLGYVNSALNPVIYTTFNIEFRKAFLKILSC
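Agonist-mode cell screen: cells plated at 1500/well and incubated overnight at 37 °C, then exposed to library compounds for 90 min at 37 °C. Detection reagent was added for 30–60 min at room temperature, and luminescence was read.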
HT1080 IDH1KD tx – qHTS for induction of synthetic lethality in tumor cells producing 2HG: qHTS for the HT-1080-IDH1KD cell line | HT-1080 IDH1 knockdown viability, ATP luminescence, 48 h | Potency, µM (series often up to 46.1 µM), inactives show at the highest dose activity, negative = toxicity, most hits filed as cytotoxic | 360,000 compounds, 2% hits;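 note: potency is the fitted concentration of half-maximal effect; 0% = DMSO wells and -100% = cell-free medium wells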
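Knockdown cells (IDH1KD HT-1080) received compounds 2 h after plating at 750 cells/well and were kept 48 h at 37 °C in 5% FBS RPMI. A CellTiter-Glo luminescence read gave % activity for curve fitting.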
IL-1B inflam inh – qHTS for Inhibitors of Inflammasome Signaling: IL-1-beta AlphaLISA Primary Screen; THP-1 LPS/ATP IL-1B secretion, AlphaLISA, 16 h; stronger effect = lower value; activity change, % at 57.5 µM; 360,000 compounds, 4.7% hits; AID 743279, 2014; in the data active = activity change below about -50%; inconclusive = mostly about -30% to -49%; note: % is set by controls: 0 for no effect and ±100 for the full control effect
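Secreted IL-1B measured by AlphaLISA bead assay after 16 h compound exposure of THP-1 cells; compounds (final up to 57.5 uM) added 1 h before LPS (250 ng/mL) and ATP (1.25 mM) stimulation; lower signal means less secretion.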
KB-V1 MDR tox – qHTS assay for MDR1-selective chemotherapeutics: Primary screen using the drug-selected MDR subline cells KB-V1; Potency, µM (series often up to 46.1 µM), inactives show top-dose activity change, negative = cytotoxicity, most hits filed as cytotoxic; KB-V1 MDR cells viability, CellTiter-Glo, 72 h; 400,000 compounds, 3.4% hits; note: potency is the fitted concentration of half-maximal effect; % is set by controls: 0 for no effect and ±100 for the full control effect; nearly all actives have a fitted effect of over 60% in size
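KB-V1, DMEM (no phenol red) + 10% FBS; cpd pin-transferred, titration series; 72 h, 37 degrees C; CellTiter-Glo, luminescence. Data normalized, curve-fit.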
HEK293 tox – qHTS of GLP-1 Receptor Inverse Agonists: Cytotox Screen. HEK293 cAMP-luciferase reporter cells, luminescence, 24 h. Potency, µM (series often up to 38.3 µM), for inactives: at the top dose activity change, negative = inhibition, hits mostly inhibitors. 410,000 compounds, 0.13% hits;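 note: loss of luciferase light is scored as toxicity; potency is the fitted concentration of half-maximal effect; % is set by controls: 0 for no effect and ±100 for the full control effect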
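1536-well qHTS counterscreen of the MLSMR; 200 cells/uL, 12 h pre-incubation, 23 nL cpd, 24 h at 37 deg C 5% CO2, luciferase detection reagent, 12 min RT, luminescence. Inhibition = undesired.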
HT1080NT lethal – qHTS for induction of synthetic lethality in tumor cells producing 2HG: qHTS for the HT-1080-NT fibrosarcoma cell line; Potency, µM (doses to about 46.1 µM), without a hit: at the highest dose activity, negative = less viability, hits mostly cytotoxic; AID 686970, 2013; HT-1080-NT fibrosarcoma viability, CellTiter-Glo ATP luminescence, 48 h; 360,000 compounds, 1.6% hits;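 note: NT is the 2HG producing partner of a matched IDH1 knockdown line; potency is the fitted concentration of half-maximal effect; 0% = DMSO-treated cells and -100% = media-only wells without cells; nearly all actives have a fitted effect of over 55% in size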
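HT-1080-NT; 750 cells/well; 5% FBS RPMI; 48 h compound, 37 degrees C; CellTiter-Glo luminescence; curve fitting and curve-class assignment.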
MCF10A rereplic – A quantitative high throughput screen for small molecules that induce DNA re-replication in MCF 10a normal breast cells. Potency, µM (series often up to 46.1 µM), for the others: at the highest dose activity, positive = re-replication, most hits filed as activators. 350,000 compounds, 2.9% hits. MCF 10A DNA re-replication, Hoechst nuclear intensity, 48 h; note: potency is the fitted concentration of half-maximal effect; % of control where 0% means no effect; nearly all actives have a fitted effect of over 50% in size
SW480 rerep – A quantitative high throughput screen for small molecules that induce DNA re-replication in SW480 colon adenocarcinoma cells. SW480 DNA re-replication, Hoechst DNA content imaging, 48 h. Potency, µM (series often up to 46.1 µM), for the others: at the top dose re-replication activation, usual class: activators. 340,000 compounds, 1.8% hits. AID 624297, 2012; note: potency is the fitted concentration of half-maximal effect; % of control where 0% means no effect; nearly all actives have a fitted effect of over 55% in size
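250 cells/well; 23 nL cpd via pin tool; 48 hr, 37 C, 5% CO2; Hoechst 40 min; imager read of total nuclear intensity, ex 405/em 500-530 nm.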
Numbers without * were called inactive; u = inconclusive; x = no result given; & = joins results of further samples; [ ] = remark or other dose. Unless noted, calls come from the whole dose curve; as a rule, active = well fitted curve in the direction sought with a large enough effect; inconclusive = small, poorly fitted or top-dose-only effect, or another doubt; inactive = no such curve, though single readings can be large; an effect the other way counts as inactive or inconclusive. Compounds were not picked by outcome; 11% or so of the library scored in one or more.

Molecule	HT1080NT lethal	IL-1B inflam inh	KB-3-1 tox	HT1080 IDH1KD tx	D3 ag	SW480 rerep	MCF10A rereplic	KB-V1 MDR tox	HEK293 tox
CCOC1=C2CN(S(=O)(=O)c3ccc(C)cc3)[C@H](c3ccccc3)C[C@@H]2N(S(C)(=O)=O)[C@H](c2ccccc2)C1	17%	0	0%	10%	3	x	x	16%	8%
O=C(NC1CCN(C(=S)Nc2ccc(F)cc2)CC1)c1ccco1	-1%	3	-5%	6%	-1	8%	u	-8%	0%
O=C(CSc1nc2c(c(=O)[nH]1)CN(Cc1ccc3c(c1)OCO3)CC2)Nc1cccc(Cl)c1	x	x	8%	x	-1	x	x	0%	-1%
Cc1occc1C(=O)N/N=C/c1ccc(N(C)C)cc1	u	-17	-26%	23µM*	18	-47%	7%	-24%	1%
CC1(C)CC(=O)C2=C(C1)N(c1ccccc1)C(=O)CC2c1ccc(O)cc1 (stereo unspecified)	2%	-11	-7%	2%	-12	-7%	-3%	-2%	-4%
COc1ccc(NC(=O)COC(=O)C2CCCCC2)c([N+](=O)[O-])c1	22%	-14	-2%	4%	-18	3%	-9%	-4%	11%
CCNS(=O)(=O)c1ccc(NC(=S)N2CCc3ccccc32)cc1	-14%	-18	-3%	-9%	-11	u	-1%	u	-1%
COc1cccc(CNC(=O)Cn2ncc3c4ccccc4n(C)c3c2=O)c1	x	x	13%	x	1	x	x	-8%	3%
CC(C)N1CCN(Cc2ccoc2)CC1CCO (stereo unspecified)	4%	42	5%	10%	6	-20%	11%	4%	3%
COc1ccc(C(C[N+](=O)[O-])n2nc(C)cc2C)cc1 (stereo unspecified)	-18%	-102*	u	15µM*	3	5.8µM*	13µM*	-101%	-4%
CC(C)N(Cc1ccccc1)C(=O)Cn1c(=O)cnc2ccccc21	0%	10	u	0%	-2	-12%	2%	u	6%
CCCCOC(=O)CCc1nc2ccccc2[nH]c1=O	1%	17	1%	1%	-3	4%	6%	1%	1%
Cc1ccc2[nH]c(=O)c3cc(C(=O)NCCC(C)C)sc3c2c1	u	-25	11%	22%	2	-7%	u	-15%	0%
Cc1cccc(CN2C(=O)N(c3ccc(C(C)C)cc3)S(=O)(=O)c3ccccc32)c1	x	x	u	x	3	x	x	u	9%
CCN1CCc2nc(SCC(=O)Nc3ccc(OC)cc3)c(C#N)cc2C1	-2%	-22	-7%	-1%	9	-1%	9%	-1%	-3%
O=C(Nc1cc(C(F)(F)F)ccc1N1CCOCC1)C1=COCCO1	-2%	-5	1%	-6%	-5	4%	6%	-8%	2%
CCCC(=O)N1CCC1(C)C(=O)Nc1ccc2nc(C)ccc2c1 (stereo unspecified)	u	-10	0%	2%	-8	x	x	-1%	1%
CCc1nnc(NC(=O)CSc2ccc(-c3nc4ccccc4[nH]3)cn2)s1	u	14	0%	-21%	5	8%	9%	-14%	u
O=C(NCc1ccccc1)C1C2C=CC3(CN(Cc4cccnc4)C(=O)C13)O2 (stereo unspecified)	23%	14	-1%	-1%	5	0%	-19%	u	-5%
COc1ccc(NC(=O)CCSCCc2ccccn2)cc1OC	u	30	-5%	9%	10	-4%	-2%	6%	18%
CCOC(=O)c1sc2ccccc2c1S(=O)(=O)Nc1cccc(C(F)(F)F)c1	x	x	-13%	x	5	x	x	-14%	-5%
Cc1cc(N2CCCCC2)nc(NCc2ccccc2)n1	-16%	-99*	16µM*	u	-12	u	u	u	u
COc1ccc(C2CC(c3ccccc3)Nc3nc(NC(=O)c4cccs4)nn32)cc1 (stereo unspecified)	-13%	-18	-2%	-13%	-4	7%	4%	1%	-15%
O=C(COc1ccc(C(=O)c2ccc(F)cc2)cc1)NCc1ccc(F)cc1	u	6	4.1µM*	u	3	15µM*	1.5µM*	9.2µM*	-24%
Cc1cc(C(=O)NCc2cc(C(=O)O)oc2C)c(C)o1	-3%	-2	-3%	10%	-1	0%	0%	14%	16%
Cc1cc(C)c2c3c(sc2n1)C(c1ccccc1)C(C#N)=C(N)O3 (stereo unspecified)	-9%	u	-2%	u	-22	u	2.8µM*	-20%	-1%
COC(=O)Cn1cc([N+](=O)[O-])nc1C	2%	-10	1%	-1%	-2	-75%[inhibitor]	1%	1%	1%
COc1ccc(-c2nnc(SCC(=O)N3CCCC(C)C3)o2)c(OC)c1 (stereo unspecified)	9%	-27	0%	6%	1	-21%	-5%	u	-15%
CCOC(=O)c1ccc(NC(=S)N2CCCC(C)C2)cc1 (stereo unspecified)	-17%	22	1%	-12%	-11	-1%	-3%	-9%	16%
CCOC(=O)Cc1csc(NC(=O)c2ccc(NC(C)=O)cc2)n1	11%	0	10%	8%	1	-2%	-4%	0%	6%
Cc1ccc(CN2CCC(CNC(=O)C3CCCN(c4ncnc5c4nc4n5CCCCC4)C3)CC2)cc1 (stereo unspecified)	-7%	-66*	-28%	-4%	-10	-7%	12%	u	-9%
O=C(NC1CCN(C(=S)NCCc2ccccc2)CC1)C1CCCCC1	2%	12	4%	1%	4	-38%[inhibitor]	-11%	-2%	-1%
C=CCNC(=O)COc1c(C)ccc(C)c1C	-1%	7	2%	4%	5	-3%	-4%	5%	-1%
Cc1cc(C)cc(NC(=O)CC2NCCNC2=O)c1 (stereo unspecified)	16%	22	0%	25%	-5	-1%	3%	18%	1%
COC(=O)C1(C(=O)OC)C[C@H](/C=C/c2ccccc2)N(Cc2ccccc2OC)[C@@H]1c1cccs1	-14%&-27%	-1&3	u	-9%&-15%	-10&-10	x	x	u	32%&1%[activator]
CCCCCC(=O)N1C[C@H](O)[C@@H](n2cc(-c3ccc(F)cc3)nn2)C[C@@H]1c1ccc(Cl)cc1	u	u	u	u	-5	x	x	-2%	u

Another view of some results above:
Sequence of screens: HT1080NT lethal | IL-1B inflam inh | KB-3-1 tox | HT1080 IDH1KD tx | D3 ag | SW480 rerep | MCF10A rereplic | KB-V1 MDR tox | HEK293 tox
- Cc1ccc(CN2CCC(CNC(=O)C3CCCN(c4ncnc5c4nc4n5CCCCC4)C3)CC2)cc1 (stereo unspecified)
    -7% | -66* | -28% | -4% | -10 | -7% | 12% | u | -9%
- O=C(NC1CCN(C(=S)NCCc2ccccc2)CC1)C1CCCCC1
    2% | 12 | 4% | 1% | 4 | -38%[inhibitor] | -11% | -2% | -1%

Next section
Molecule	HT1080NT lethal	IL-1B inflam inh	KB-3-1 tox	HT1080 IDH1KD tx	D3 ag	SW480 rerep	MCF10A rereplic	KB-V1 MDR tox	HEK293 tox
Fc1ccccc1-c1nc(-c2ccccc2)no1	-6%	22	-2%	-3%	-4	-6%	2%	2%	10%
C/C(=N\Nc1cc(N2CCOCC2)ncn1)c1ccc(O)cc1	4%	-95*	-9%	-5%	2	u	u	0%	10%
COc1cccc(-c2cc(C(F)(F)F)nc(N3CCC(C)CC3)n2)c1	17%	58	8%	0%	7	-5%	u	10%	5%
O=C(CN1CCOCC1)Nc1ccc2c(c1)OCCO2	19%	19	-16%	13%	-19	47%	-4%	0%	15%
Cc1cc(Cl)ccc1NC(=S)N1CCN(C(=O)c2ccco2)CC1	-5%	-10	-3%	-1%	-8	-5%	-5%	-21%	1%
CCOc1cc(/C=C2\SC(=O)N=C2N)ccc1O	-7%	4	2%	-10%	-4	-17%	-1%	-22%	u
CCC(=O)Nc1ccc(NC(=O)CSc2nnnn2CC)cc1C	11%	-15	5%	13%	5	-8%	1%	0%	-10%
Cc1oc2ccc(O)cc2c1C(=O)OC(C)C	-3%	-8	11%	-19%	-6	4%	16%	5%	5%
O=C1C2C3C=CC(CC3)C2C(=O)N1/N=C/c1ccc(O)c(O)c1 (stereo unspecified)	1%	29	-2%	-16%	-5	10%	u	-23%	5%
O=C(NC1CCc2ccccc21)C12CN(Cc3ccccc3)CC1C(c1cccc([N+](=O)[O-])c1)=NO2 (stereo unspecified)	5%	-7	-1%	4%	2	-3%	27%	0%	-1%
CCCCn1c(N)c(N(CCOC)C(=O)CSCc2c(C)noc2C)c(=O)[nH]c1=O	1%	16	x	-11%	0	-4%	9%	x	-2%
CC(=O)Nc1ccc(S(=O)(=O)NNC(=O)c2ccc([N+](=O)[O-])cc2)cc1	0%	85	12%	-2%	1	-6%	-3%	u	1%
COc1cc(OC)c(C(=O)Nc2ccccc2-c2ccccc2)cc1OC	14%	u	0%	0%	14	-7%	18µM*	-5%	0%
O=C1c2ccccc2C(=O)N1CCCC(=O)N1CCc2ccccc21	-1%	10	3%	-11%	2	-4%	7%	-3%	4%
O=C(O)/C(=C1/OC(=O)c2ccccc21)c1ccccc1	2%	8	-1%	2%	1	0%[9.22 µM]	-3%	u	-4%
Cc1cc(C)cc(-c2nnc(SCC(=O)NCc3cccs3)o2)c1	0%	-16	1%	5%	15	5%	-1%	-16%	-9%

Screens deposited in PubChem BioAssay by National Center for Advancing Translational Sciences (NCATS).
